Screening data (PubChem)
KDM4E inh: qHTS Assay for Inhibitors of Human Jumonji Domain Containing 2E (JMJD2E). JMJD2E catalytic domain, FDH-coupled NADH fluorescence (FDH is formaldehyde dehydrogenase). Potency, µM (doses to about 57.1 µM), for the others: at the top dose activity change, negative = inhibition, usual class: inhibitors. 230,000 tested, 1.6% active. AID 2147, 2009; active = well fitted inhibition curve with a large enough effect, not every such curve was filed as active; inconclusive = small, poorly fitted or top-dose-only effect, or another doubt; inactive = no such curve, though single readings can be large or run the other way;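 also: 0% = wells with enzyme and -100% = buffer wells without enzyme; nearly all actives have a fitted effect of over 50% in size; many of its hits are not listed in these tables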
Target sequence (B2RXH2 1-337 limits assumed): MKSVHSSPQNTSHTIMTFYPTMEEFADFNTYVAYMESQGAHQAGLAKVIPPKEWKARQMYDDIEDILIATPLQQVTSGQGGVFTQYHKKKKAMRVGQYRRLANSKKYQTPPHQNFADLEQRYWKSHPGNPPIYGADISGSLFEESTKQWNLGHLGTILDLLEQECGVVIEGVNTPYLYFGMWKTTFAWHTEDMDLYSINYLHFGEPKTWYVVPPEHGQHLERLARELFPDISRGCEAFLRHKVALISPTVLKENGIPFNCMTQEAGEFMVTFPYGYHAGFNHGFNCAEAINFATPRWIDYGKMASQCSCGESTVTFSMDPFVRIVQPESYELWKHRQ
NPSR antagonist: qHTS Assay for Antagonists of the Neuropeptide S Receptor: cAMP Signal Transduction. Potency, µM (top dose mostly 38.3 µM), for the others: at the top dose activity change, negative = inhibition, usual class: inhibitors. CHO-NPSR cells, cAMP TR-FRET, antagonist mode. Q6W5P4. 220,000 tested, 1% active. AID 1461, 2008; also: % is scaled to controls: 0 for no effect and ±100 for the full control effect; nearly all actives have a fitted effect of over 50% in size; many of its hits are not listed in these tables
Luc counter: Counterscreen for Luciferase (Kinase-Glo TM) Inhibition; Kinase-Glo luciferase, ATP luminescence, 8 min; Potency, µM (series often up to 38.3 µM), without a hit: top-dose activity change, negative = inhibition, most hits filed as inhibitors; 200,000 tested, 0.28% active; also: % is scaled to controls: 0 for no effect and ±100 for the full control effect; nearly all actives have a fitted effect of over 60% in size
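Luminescence was the read-out, taken after 8-minute incubation at ambient temperature. Luciferase turned over luciferin with 10 uM ATP in imidazole pH 7.2 buffer containing KCl, MgCl2, Tween 20 and BSA.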
SMN2 splice up: qHTS Assay for Enhancers of SMN2 Splice Variant Expression; HEK293 SMN2-luciferase splicing reporter, luminescence, 30-36 h; Potency, µM (doses to about 46.1 µM), for the others: at the highest dose activity change, positive = activation, actives largely listed as activators; 210,000 tested, 2.8% active; AID 1458, 2008; also: % of control where 0% means no effect; nearly all actives have a fitted effect of over 55% in size
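qHTS luciferase splicing reporter: luminescence rises when SMN2 exon 7 is included in transfected HEK293 cells. Compound exposure lasted 30-36 h at 37C, with 4.5 mM final sodium butyrate as control, followed by a ONE-Glo read.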
Epigenetic reg: Quantitative High-Throughput Screen for Regulators of Epigenetic Control | murine LDR cells, GFP reporter derepression, 30 h | Potency, µM (series often up to 53.9 µM), inactives show top-dose GFP activation, hits mostly activators | 280,000 tested, 0.2% active; also: % of control where 0% means no effect; nearly all actives have a fitted effect of over 60% in size
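In this reporter-derepression format, murine cells bearing a silenced integrated CMV-GFP locus incubate with test compound (30 h, 37 C), then are washed and imaged; fluorescent objects of 20–120 um count as induced cells.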
RECQ1 inh: qHTS Assay for Inhibitors of RecQ-Like Dna Helicase 1 (RECQ1); ATP-dependent DNA helicase Q1 (Homo sapiens), P46063; AID 2549, 2010; RECQ1 DNA unwinding, red fluorescence kinetic read; 240,000 tested, 0.54% active; Potency, µM (highest dose often 57.3 µM), inactives show at the highest dose activity, negative = inhibition, actives largely listed as inhibitors;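 also: plate controls were vehicle for no effect and no enzyme for full effect; nearly all actives have a fitted effect of over 30% in size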
Target sequence (P46063 whole entry, looked up): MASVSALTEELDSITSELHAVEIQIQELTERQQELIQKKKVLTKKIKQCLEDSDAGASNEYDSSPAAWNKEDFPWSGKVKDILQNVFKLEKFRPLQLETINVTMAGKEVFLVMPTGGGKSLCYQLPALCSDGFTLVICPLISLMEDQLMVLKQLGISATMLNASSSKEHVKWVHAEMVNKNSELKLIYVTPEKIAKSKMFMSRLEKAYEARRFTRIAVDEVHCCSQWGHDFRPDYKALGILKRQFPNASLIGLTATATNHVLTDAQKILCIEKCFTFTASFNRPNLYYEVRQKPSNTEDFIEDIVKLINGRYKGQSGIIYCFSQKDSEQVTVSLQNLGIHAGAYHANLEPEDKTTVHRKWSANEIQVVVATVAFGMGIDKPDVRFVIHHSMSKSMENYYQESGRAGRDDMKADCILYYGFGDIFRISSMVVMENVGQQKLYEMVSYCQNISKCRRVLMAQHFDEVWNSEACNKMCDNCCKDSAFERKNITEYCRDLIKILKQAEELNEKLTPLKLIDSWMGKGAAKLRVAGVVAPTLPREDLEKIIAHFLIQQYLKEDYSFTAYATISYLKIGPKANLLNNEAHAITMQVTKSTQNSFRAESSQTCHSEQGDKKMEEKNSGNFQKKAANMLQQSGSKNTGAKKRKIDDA
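50 nM RECQ1T1 preincubated 15 min with compound in Tris pH 8.0 buffer with MgCl2, DTT, Tween-20 and 2.5 ug/ml poly(dI-dC); started with 200 nM TAMRA/BHQ-2 forked duplex and 2 mM ATP. Unwinding read as fluorescence (525/598 nm), two reads 2 h apart.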
GoLoco inh red: qHTS Assay for Inhibitors of RGS12 GoLoco Motif Activity (Red Fluorophore); Guanine nucleotide-binding protein G(i) subunit alpha-1 (Homo sapiens), P63096; Gai1:RGS12 GoLoco peptide FP, rhodamine, 10 min; Potency, µM (titrated, usually from 61.6 µM), inactives show at the top dose activity, negative = inhibition, actives largely listed as inhibitors; 230,000 tested, 0.44% active; AID 880, 2007; active = well fitted inhibition curve with a large enough effect, not every such curve was filed as active; inactive = no such curve, though single readings can be large or run the other way; also: % is scaled to controls: 0 for no effect and ±100 for the full control effect; nearly all actives have a fitted effect of over 30% in size; many of its hits are not listed in these tables
IMPase Li cell: qHTS Assay for Identifying the Cell-Membrane Permeable IMPase Inhibitors: Potentiation with Lithium; CHO-M1 cells, IP1 TR-FRET (IP-One), carbachol + lithium; 210,000 tested, 0.35% active; Potency, µM (highest dose often 59.4 µM), without a hit: top-dose activity, negative = IMPase inhibition, actives largely listed as inhibitors;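 also: IP1 builds up when IMPase is blocked and the TR-FRET signal falls; plate controls were basal vehicle for no effect and high inhibitor control for full effect; nearly all actives have a fitted effect of over 50% in size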
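Concentration–response in CHO-M1 cells, lithium-potentiated; 30 min at 37C. IP1 detected by competitive TR-FRET after 10 min lysis at RT. Hill-fitted AC50.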
Active calls of the source: *; i = inactive; ? = inconclusive; / = not tested or not shown; & = joins results of further samples; [ ] = another dose, or the depositor's remark. Unless noted, calls follow the shape of the dose curve; as a rule, active = well fitted curve in the direction sought with a large enough effect; inconclusive = small, poorly fitted or top-dose-only effect, or another doubt; inactive = no such curve, though single readings can be large; an effect the other way counts as inactive or inconclusive. Potency is read from the fitted curve at half-maximal effect. A portion of the library. The share of hits here may be higher or lower than overall.

The line under a structure holds: KDM4E inh | NPSR antagonist | Luc counter | SMN2 splice up | Epigenetic reg | RECQ1 inh | GoLoco inh red | IMPase Li cell
COC(=O)C1CCN(C(=O)COC(=O)COc2ccc(C#N)cc2)CC1
    8% | -7% | -1% | 5% | -0.7% | i | -1% | -1%
COc1ccc(N2CC(O)=C(c3nc(-c4ccc(F)cc4)cs3)C2=N)cc1OC
    ? | -11% | 6% | -2% | -1.4% | -4% | 7% | 7%
Cc1ccc(/C=C/C2=NN(Cc3ccccc3Cl)C(=O)CC2)cc1
    ? | -1%[46.1 µM] | 22% | -11% | 1.5% | -17% | 12% | 35%[38.3 µM]
O=C(Nc1ccc2c(c1)OCCO2)c1ccc(Cl)c(S(=O)(=O)N2CCCCC2)c1
    -2% | -9%[46.1 µM] | 14% | -62%[inhibitor] | -0.8% | -17% | 1% | 44%[activator][38.3 µM]
COc1ccc(-n2ncc3c(Nc4cccc(C)c4)ncnc32)cc1
    ? | -26%[46.1 µM] | 0% | ? | 2.0% | 0% | 6% | 5%[38.3 µM]
CCOC(=O)C1CCCN(C(=O)c2ccco2)C1 (stereo not given)
    5% | 7%[46.1 µM] | 2% | -26% | 1.6% | i | 10% | -11%[38.3 µM]
COc1ccc(S(=O)(=O)Nc2ccc3c(c2)OCO3)cc1C(=O)O
    4% | -8%[46.1 µM] | 8% | 2% | -2.0% | 28% | -4% | -30%[38.3 µM]
CCOc1ccc(C2NC(=O)C(C#N)=C(S)N2c2ccc(C)cc2)cc1OC (stereo not given)
    -3% | -14%[46.1 µM] | -1% | -13% | -0.2% | -14% | 7% | 28%[38.3 µM]
N/C(=N\OC(=O)Cc1ccccc1)c1ccccc1Cl
    3% | 8% | -1% | 9% | 5.6% | -9% | -2% | 9%
O=C(NCc1ccccn1)c1ccc(CS(=O)(=O)Cc2ccc(Cl)cc2)o1
    -2% | -2%[46.1 µM] | 0% | -3% | 0.0% | i | -22% | -4%[38.3 µM]
N/C(=N\OC(=O)Cc1ccc(Cl)cc1)c1ccccn1
    5% | -5%[46.1 µM] | 0% | 12% | -3.1% | i | -8% | 9%[38.3 µM]
CC(C)C[C@H](NC(=O)c1nc[nH]c1C(=O)NCCCCCNC(=O)OC(C)(C)C)C(=O)OCc1ccccc1
    -3% | 28% | / | / | -4.5% | ? | 4% | 6%
Cc1ccsc1C(=O)OCC(=O)Nc1c(Cl)cccc1C(F)(F)F
    7% | -3% | 0% | -7% | -2.0% | 3% | 4% | -1%
CC(C)Cn1c(N)c(C(=O)NCC2CCCO2)c2nc3ccccc3nc21 (stereo not given)
    ? | -21%[46.1 µM] | -5% | -12% | ? | 14% | -2% | 5%[38.3 µM]
CCc1ccc(-c2nc(CN3CCC(C(=O)NCc4ccc(F)cc4)CC3)c(C)o2)cc1
    -2% | ? | -5% | -29% | -0.3% | -14% | -1% | 22%[38.3 µM]
C=CCn1c(SCC(=O)Nc2c(C)n(C)n(-c3ccccc3)c2=O)nc2scc(-c3ccccc3)c2c1=O
    5% | -20%[46.1 µM] | 0% | -1% | 0.0% | -19% | -9% | 15%[38.3 µM]
O=C1C[C@H]2[C@H](CO)[C@@H](OC(=O)c3ccc(-c4ccccc4)cc3)C[C@H]2O1
    ? | 17% | / | / | 0.5% | -2% | 9% | /
COc1ccc(CC(NC(C)=O)C(=O)NC2CCN(c3nnnn3-c3ccccc3)CC2)cc1OC (stereo not given)
    -1% | -27% | -2% | -2% | 2.9% | i | 14% | 6%
O=C1SC(Cc2ccccc2)C(=O)N1c1ccccc1 (stereo not given)
    -1% | 0% | / | / | 0.0% | -6% | 1% | /
COc1ccccc1CNC(=O)C(C)Sc1ccsc1[N+](=O)[O-] (stereo not given)
    7% | -10% | 0% | 9% | -0.5% | i | 1% | 8%
COc1cccc(CNC(=O)C2CCN(S(=O)(=O)N3CCCC3)CC2)c1
    2% | -9%[46.1 µM] | 7% | 12% | -1.1% | i | 0% | 20%[38.3 µM]
O=S(=O)(Nc1nccs1)c1ccc(Nc2nnc(-c3ccccc3)c3ccccc23)cc1
    8% | -7% | 3% | 8% | 5.2% | 0% | 8% | 2%
CCN(C(=O)CSc1nnnn1-c1ccccc1)c1c(N)n(Cc2ccccc2)c(=O)[nH]c1=O
    -1% | 18% | -1% | -9% | -1.1% | -3% | 17% | 2%
O=C1CN(C(=O)COC(=O)CNC(=O)c2ccc(Br)o2)c2ccccc2N1
    -2% | 0% | 2% | -4% | 5.9% | -13% | 9% | 3%
CCn1ncc(/C=N\NC(=O)c2cc(-c3ccc(C)cc3C)nc3ccccc23)c1C
    3% | -9%[46.1 µM] | 0% | 0% | 2.4% | -17% | -3% | 9%[38.3 µM]
COC(/C=C/Nc1ccc(C)cc1)=C(C#N)C#N
    2% | -5%[46.1 µM] | -1% | -3% | 0.0% | -14% | -7% | -2%
c1ccc2sc(N3CCN(Cc4ccc5c(c4)OCO5)CC3)nc2c1
    3% | / | 1% | -3% | 0.8%&2.7% | 6%&-10% | 6%&-18% | -26%&25%
NC(=O)COC(=O)c1cccnc1Nc1ccccc1F
    -4% | 24% | 0% | -3% | -0.1% | 2% | -1% | 27%
COC(=O)CNc1n[nH]c(=S)[nH]c1=O
    -3% | -2%[46.1 µM] | -1% | -7% | 0.0% | i | -2% | 11µM*
CC[C@@H](C)C(C(=O)N1CCN(C(=O)OC(C)(C)C)CC1)n1cc(-c2cn([C@@H](C)C(=O)N3CCN(C(=O)OC(C)(C)C)CC3)nn2)nn1 (stereo not given in full)
    -15% | -6% | / | / | 3.5% | 27% | 6% | /

Only KDM4E inh (two entries from above):
| canonical_smiles | KDM4E inh |
| --- | --- |
| O=S(=O)(Nc1nccs1)c1ccc(Nc2nnc(-c3ccccc3)c3ccccc23)cc1 | 8% |
| COc1cccc(CNC(=O)C2CCN(S(=O)(=O)N3CCCC3)CC2)c1 | 2% |

Carrying on:
The line under a structure holds: KDM4E inh | NPSR antagonist | Luc counter | SMN2 splice up | Epigenetic reg | RECQ1 inh | GoLoco inh red | IMPase Li cell
CN(C)c1nc(NC(C)(C)C)nc(NC(C)(C)C)n1
    15% | -35% | -2% | -27% | -1.4% | i | 4% | 7%
COc1ccc(CCc2cc(OC)cc(=O)o2)cc1
    2% | -3% | / | / | 2.3% | i | -4% | /
COc1cc(/C=C2/SC(=S)N(CC(=O)NC(C)(C)C)C2=O)cc(OC)c1OC
    -5% | -20% | 0% | -5% | 2.7% | i | 16% | -3%
CCOC1=NN(c2ccc(Cl)cc2)C(=O)/C1=C\N(C)C
    -5% | -8% | 0% | -21% | -0.1% | -4% | -5% | ?
CCOP(=O)(OCC)C(NC(=O)C(F)(F)F)c1ccccc1 (stereo not given)
    12% | 5% | 3% | 12% | 0.0% | -6% | 3% | -15%
COc1cc(/C=C2\CC/C(=C\c3cc(OC)c(O)c(OC)c3)C2=O)cc(OC)c1O
    ? | -40% | -4% | -65%[inhibitor] | ? | 14µM* | 24% | 15%
C[C@H](Oc1ccccc1)C(=O)N[C@@H]1C(=O)N2[C@@H]1SC(C)(C)[C@@H]2C(=O)O
    1%[25.5 µM] | / | -1%[17.1 µM] | -4%[20.6 µM] | -2.5%[16.9 µM] | i | 4%[21.6 µM] | -1%
O=C(O)c1cccc(Cn2c(Cl)c(/C=N/NC(=O)c3ccccc3O)sc2=O)c1
    -7% | -8% | / | / | 0.5% | -13% | 8% | /
Cn1cc([N+](=O)[O-])c(C(=O)Nc2cnn(Cc3ccc(F)cc3)c2)n1
    -2% | 2% | -1% | -3% | 0.1% | -3% | 9% | -9%
CCOc1cc(C(=O)N(C)c2ccccc2)cc(OCC)c1OCC
    1% | -11%[46.1 µM] | -1% | -3% | -3.2% | 0% | 5% | 22%[38.3 µM]
CCCCCCCC(=O)NNC(=O)c1ccc([N+](=O)[O-])cc1
    6% | 4%[46.1 µM] | -4% | 31% | -1.3% | 1% | -5% | -21%[38.3 µM]
Cc1ccccc1NCC(=O)N/N=C/c1c(C)c(C(=O)c2ccc(Cl)cc2)n2ccccc12
    -3% | -6% | -2% | -12% | ? | -1% | 6% | -3%
Cc1ccc(NC(=O)CSC2=C(C#N)C(c3ccco3)C3=C(CC(C)(C)CC3=O)N2)cc1 (stereo not given)
    -15% | -26%[46.1 µM] | 1% | -7% | 0.0% | -12% | -10% | 16%[38.3 µM]
Cc1ccccc1C1CCCN(Cc2nc(CC3CC3)no2)C1 (stereo not given)
    ? | 12% | -2% | / | 0.0% | -3% | 10% | 6%
COc1ccc(N(CC(=O)NCc2ccccn2)S(=O)(=O)c2ccccc2[N+](=O)[O-])c(OC)c1
    -2% | -6% | -3% | -7% | 0.0% | i | 11% | -3%
CCOC(=O)C1=C(C)NC(=S)NC1c1cc(C)sc1C (stereo not given)
    -18% | -10% | -2% | 23% | -1.5% | i | 10% | 12%
CCOC(=O)c1ccc(NC(=O)COc2ccc(-n3cnnn3)cc2)cc1
    3% | -18%[46.1 µM] | -5% | 15% | 1.4% | -24% | -6% | 28%[38.3 µM]
O=C(CCCN1C(=O)c2ccccc2C1=O)Nc1ccc(Br)cn1
    -3% | -8%[46.1 µM] | 1% | 16% | -0.9% | -3% | -1% | 12%[38.3 µM]
Cc1ccc(C2/C(=C(/O)c3ccccc3)C(=O)C(=O)N2CCN2CCOCC2)o1 (stereo not given)
    -2% | -12%[46.1 µM] | -5% | -17% | 4.5% | 0% | 1% | -1%[38.3 µM]
CCc1cc2c(=O)n(Cc3ccco3)c(SCC(=O)N3CCCc4ccccc43)nc2s1
    -20% | ? | -2% | 3% | 0.0% | ? | 25% | 13%[38.3 µM]
